Growth percent in the NCI-60 one-dose screen (48 h, 10 µM unless noted): 100 = growth as untreated, 0 = no growth, -100 = all killed.
PC-3 = PC-3 prostate cancer cells; 3.9% of 80,000 active
DU-145 = DU-145 prostate cancer | AID 1794760 | 4.2% of 81,000 active
SF-539 = SF-539 CNS cancer; AID 1794752; 6.8% of 81,000 active
SF-268 = SF-268 CNS cancer cells; 3.1% of 82,000 active
SF-295 = SF-295 CNS cancer cells. 5.6% of 79,000 active
SN12C = SN12C renal cancer cells; 3.8% of 81,000 active
786-0 = 786-0 renal cancer cells; 5.1% of 81,000 active; AID 1794775
U251 = U251 CNS tumor cells. AID 1794753. 5.4% of 80,000 active
UO-31 = UO-31 renal cancer; 5.2% of 81,000 active
The depositor's hits bear a star; . = no result given; & = joins results of further samples. The calls were made as follows: active = growth percent below 10; inactive = the rest. Not a hit list; about 9.4% have a hit in one of these screens.

SMILES	PC-3	DU-145	SF-539	SF-268	SF-295	SN12C	786-0	U251	UO-31
CC(=O)Cc1nc2ccccc2[nH]1	97.9	108.8	111.5	109.5	118.2	97.3	104.1	102.9	102.8
Oc1[nH]c2ccccc2c1Nn1c(N=N/C=c2/ccc3c(c2)C=NN=3)n[nH]c1=S	97.4	99.1	94.0	96.9	106.5	93.9	96.7	110.5	74.8
CCN(CC)CCCCNc1ccc(NCCCCN(CC)CC)c2c1C(=O)c1ccccc1C2=O	94.1	94.1	.	101.0	109.8	84.1	82.0	85.5	62.3
CN(NC(=O)C(=O)NCc1ccco1)C(=O)Nc1ccc(Cl)cc1	99.4	117.0	103.9	118.3	101.6	100.2	97.8	101.3	83.9
CCOC(=O)CCOc1ccccc1	107.1	111.7	106.3	106.2	101.7	99.5	102.0	105.1	92.5
O=C(CC1Sc2ccccc2NC1=O)NNc1ccc(Cl)cc1Cl (stereo unspecified)	71.4	99.9	89.7	78.5	57.5	91.4	81.2	86.0	64.3
C#CCSCCO	90.0	103.3	94.8	105.4	95.4	96.1	101.7	94.9	92.5
COc1cc(-c2cc(-c3nc4cc(F)ccc4nc3C)nc(N)n2)cc(OC)c1OC	94.0	98.8	.	91.3	95.8	87.3	79.1	94.6	58.0
CCOC(=O)c1ccc2c(c1)[n+](=O)c(C(=O)OC)c(C)n2[O-]	32.7	87.1	98.5	96.7	.	60.4	80.7	80.2	72.2
Cc1ccc(-n2nnc3c(sc4ccccc43)c2=O)cc1	61.7	33.7	57.2	39.8	27.3	76.7	24.4	18.0	10.0*
CCOC(=O)CC(=O)C(OC)OC	95.7	113.9	109.3	119.2	101.6	93.6	107.8	109.8	107.1
COc1ccc(C2c3sc4c(F)cccc4c3Oc3ncnc(N)c32)cc1 (stereo unspecified)	88.9	107.6	104.5	97.6	108.4	100.3	105.2	102.0	68.2
CC12c3[nH]c4ccccc4c3CCN1C(c1ccccc1)=NN2c1ccccc1 (stereo unspecified)	71.5	101.4	103.5	96.6	82.7	78.5	101.0	82.6	65.7
Nc1ncc(C2CCNC(=O)c3[nH]ccc32)[nH]1 (stereo unspecified)	109.5	100.6	96.5	96.4	99.9	97.7	91.6	96.7	86.2
CCN(CC)CC(O)c1ccc2ccc3ccccc3c2c1 (stereo unspecified)	83.5	102.3	89.8	87.1	90.3	101.8	83.0	98.5	66.7
Oc1ccc(/C=N/c2n[nH]c(Nc3ccccc3)n2)cc1	101.5	117.8	96.2	107.0	101.5	102.4	103.9	99.7	81.8
COC(=O)C1=C(C(=O)OC)[C@@H]2CCC[C@H]1[C@H]1[C@@H]2N=NN1c1ccccc1	95.5	104.1	108.1	98.2	105.3	105.2	96.9	.	83.2
CC1(C)CC(=O)NC(=O)C1	107.6	109.7	90.6	108.7	96.8	107.7	111.4	99.1	105.5
O=C(NNc1nc2cc(F)c(F)cc2n2cccc12)c1cnccn1	29.4	32.7	19.9	32.5	11.1	39.0	30.6	26.4	23.3
Nc1cc(Nc2ccc(I)cc2)nc(N)n1	115.0	99.4	95.7	92.9	128.0	111.6	91.1	106.5	93.3

Whole records, looked up by structure. Order of values: PC-3	DU-145	SF-539	SF-268	SF-295	SN12C	786-0	U251	UO-31
Shown for COc1ccc(C2c3sc4c(F)cccc4c3Oc3ncnc(N)c32)cc1 (stereo unspecified) : 88.9	107.6	104.5	97.6	108.4	100.3	105.2	102.0	68.2
Shown for O=C(NNc1nc2cc(F)c(F)cc2n2cccc12)c1cnccn1 : 29.4	32.7	19.9	32.5	11.1	39.0	30.6	26.4	23.3
Shown for Nc1cc(Nc2ccc(I)cc2)nc(N)n1 : 115.0	99.4	95.7	92.9	128.0	111.6	91.1	106.5	93.3
Shown for C#CCSCCO : 90.0	103.3	94.8	105.4	95.4	96.1	101.7	94.9	92.5
Shown for Oc1ccc(/C=N/c2n[nH]c(Nc3ccccc3)n2)cc1 : 101.5	117.8	96.2	107.0	101.5	102.4	103.9	99.7	81.8

Back to the main list, starting 2 compounds before the break.
SMILES	PC-3	DU-145	SF-539	SF-268	SF-295	SN12C	786-0	U251	UO-31
O=C(NNc1nc2cc(F)c(F)cc2n2cccc12)c1cnccn1	29.4	32.7	19.9	32.5	11.1	39.0	30.6	26.4	23.3
Nc1cc(Nc2ccc(I)cc2)nc(N)n1	115.0	99.4	95.7	92.9	128.0	111.6	91.1	106.5	93.3
C=C(C)[C@@H]1CC[C@]2(C#N)CC[C@]3(C)[C@H](CC[C@@H]4[C@@]5(C)Cc6c([nH]c7ccccc67)C(C)(C)[C@@H]5CC[C@]43C)[C@@H]12	105.5	114.1	105.6	107.0	99.8	94.5	100.4	97.6	82.8
COc1ccc(N/C=C/C2=[N+](C)c3ccccc3C2(C)C)c(OC)c1	87.6	101.7	101.7	95.6	86.2	96.6	88.9	91.2	78.8
O=c1nc(NO)[nH]c(=O)n1Cc1ccccc1	98.1	114.7	98.7	106.2	93.7	113.0	101.1	99.7	90.3
NC(=O)c1ncc(Cl)cc1Cl	99.7	108.6	109.1	95.8	101.3	101.4	105.7	98.7	93.9
CCN(CC)CC(O)COc1ccccc1 (stereo unspecified)	99.5	119.9	103.3	109.2	104.4	96.9	110.5	112.7	88.4
COC(=O)c1nc(-c2ccccc2)oc1S(=O)(=O)N1CCC(C(N)=O)CC1	62.7	55.1	63.2	85.9	107.0	83.6	51.9	88.6	55.3
Cc1cc(=O)n2cn[nH]c2n1	130.3	111.7	95.6	108.8	121.4	117.7	97.8	124.0	88.6
CCOC(=O)c1cc(C(=O)c2cc(OC)c(OC)c(OC)c2)n2ccccc12	22.1	24.9	-6.7*	55.7	21.3	54.0	35.5	21.6	50.6
CCN1CCN(c2ccc(NC(=O)Nc3ccc4c(ccn4-c4ccnc(C(=O)NC)c4)c3)cc2C(F)(F)F)CC1	52.6	86.0	-55.3*	83.9	-47.1*	90.8	10.3	44.7	71.0
CC1(C)N=C(N)NC(Nc2ccc(S(N)(=O)=O)cc2)=N1	99.9	113.0	103.6	100.8	104.1	100.0	95.4	102.3	87.9
Nc1nc(N)c(-c2ccccn2)c(CCCO)n1	100.7	114.0	105.7	104.8	104.2	101.1	102.8	109.3	84.8
COc1cc(/C=C2\CN(S(=O)(=O)c3ccc(C)cc3)C/C(=C\c3cc(CN4CCCC4)c(O)c(OC)c3)C2=O)cc(CN2CCCC2)c1O	-20.2*	-12.5*	-55.6*	1.8*	-40.3*	-56.1*	-74.7*	-74.5*	4.7*
O=c1oc2ccccc2cc1-c1csc(N=Nc2c(O)[nH]c3ccccc23)n1	94.6&102.6	101.1&107.0	81.9&94.3	87.7&100.8	77.9&99.5	97.1&96.4	79.4&101.8	89.6&101.4	90.5&92.6
Cc1ccc2nc(NC(=O)CSc3nc(-c4cccnc4)c(C#N)c(=O)[nH]3)sc2c1	89.1	118.4	99.7	112.5	99.9	100.7	100.9	100.3	82.6
COc1cc2oc(-c3cccc(NC(=O)[C@H](C)NC(=O)[C@H](C)N)c3)cc(=O)c2c(OC)c1OC	99.1	104.9	94.2	100.9	95.8	97.0	91.8	96.5	78.2
COc1ccc(S(=O)(=O)Nc2cc(Sc3cccc4cccnc34)c(O)c3ccccc23)cc1	26.3	19.5	-6.5*	11.3	22.3	17.2	28.5	4.8*	27.4
Cc1cc(-c2ccccc2)cc(=O)[nH]1	103.4	107.1	100.9	98.9	96.4	98.8	96.0	.	85.1
N#Cc1cc(N)n(-c2nc3c(cnn3-c3ccccc3)c(=O)n2-c2ccccc2)n1	66.3	101.9	99.6	97.4	92.3	86.1	78.9	89.7	77.8
Cc1ccc(S(=O)(=O)N/N=C2/CC(C)(C)CC(=O)C2(C)C)cc1	90.1	103.7	104.4	97.7	88.8	101.5	105.5	92.5	93.9
COc1ccc(/C=C/c2nc(N3CCOCC3)c3nc(F)c(F)cc3n2)cc1OC	92.7	109.8	97.7	107.5	89.5	98.0	108.8	107.4	69.0

Sorted by formula weight (low to high): three of the compounds above
SMILES	PC-3	DU-145	SF-539	SF-268	SF-295	SN12C	786-0	U251	UO-31
Nc1nc(N)c(-c2ccccn2)c(CCCO)n1	100.7	114.0	105.7	104.8	104.2	101.1	102.8	109.3	84.8
COc1ccc(S(=O)(=O)Nc2cc(Sc3cccc4cccnc34)c(O)c3ccccc23)cc1	26.3	19.5	-6.5*	11.3	22.3	17.2	28.5	4.8*	27.4
COc1cc(/C=C2\CN(S(=O)(=O)c3ccc(C)cc3)C/C(=C\c3cc(CN4CCCC4)c(O)c(OC)c3)C2=O)cc(CN2CCCC2)c1O	-20.2*	-12.5*	-55.6*	1.8*	-40.3*	-56.1*	-74.7*	-74.5*	4.7*

(cont.)
SMILES	PC-3	DU-145	SF-539	SF-268	SF-295	SN12C	786-0	U251	UO-31
O=C(c1ccc(-c2nc(CSc3nc4ccccc4s3)no2)cc1)N1CCOCC1	78.5	92.0	80.8	84.2	60.6	78.3	93.5	93.1	61.5
O=Cc1cc2ccccc2nc1Oc1ccc(C(F)(F)F)cc1	67.8	98.4	97.8	83.4	82.9	70.5	100.8	81.6	35.1
CCN1C(=O)N(CC)C2Nn3c(s/c(=C\c4ccccc4F)c3=O)=NC21 (stereo unspecified)	39.6	37.4	11.6	54.9	14.9	53.5	49.3	26.1	65.8
CC(=O)c1c(OCCN2CCCCC2C)ccc2c(C)cc(=O)oc12 (stereo unspecified)	110.1	111.8	101.8	105.3	127.1	107.0	63.2	108.7	107.0
O=S(=O)(NCCNc1cc(-c2c(-c3cccc(O)c3)nc3sccn23)ccn1)c1ccc(C(F)(F)F)cc1	31.4	43.1	62.3	34.9	31.2	35.6	38.6	34.8	-71.8*
Nc1nccc(-c2c(-c3ccc(F)cc3)ncn2C2CCCCC2)n1	85.3	67.2	86.9	83.7	91.0	76.7	82.2	82.3	37.2
c1ccc2c(C3OCC4(CCCCC4)CO3)cccc2c1	95.3	106.7	112.5	94.9	80.7	87.5	92.0	90.2	58.3
CC1Cc2ccccc2O1 (stereo unspecified)	105.9	123.6	100.2	113.0	103.8	105.6	108.8	110.8	90.6
CCCN(CCC)S(=O)(=O)c1ccc(C(=O)O)cc1	200.4&96.0	115.3&123.3	91.0	101.7&112.5	95.0&104.6	101.0&104.3	109.0&95.8	98.5&97.8	109.0
COc1ccc(-c2cc(-c3ccc4c(c3)Sc3ccccc3N4C)c(C#N)c(N)n2)cc1OC	75.6	91.6	85.8	84.3	90.6	81.4	90.9	81.0	68.4
CCOC(=O)c1cc(CCCOc2ccc(-c3noc(C(F)(F)F)n3)cn2)on1	84.4	95.5	91.7	92.4	83.7	84.7	98.8	88.4	74.5
COc1cc(C2NC(c3cc(OC)c(OC)c(OC)c3)C(C#N)(C#N)C2(C#N)C#N)cc(OC)c1OC (stereo unspecified)	99.3	102.2	95.8	105.1	99.8	100.3	97.0	106.2	83.8
COc1ccc(-c2nn(-c3ccccc3)cc2C2CC(c3cc4ccccc4oc3=O)=NN2C(N)=O)cc1 (stereo unspecified)	78.3	106.0	85.1	95.8	95.4	89.7	92.2	82.2	56.0
O=C(Nc1ccccc1)Nc1nnc(-c2ccncc2)o1	94.9	102.6	97.1	97.5	105.9	103.6	93.0	101.4	90.1
CC1CC(OC(=O)c2ccccc2O)CC(C)(C)C1 (stereo unspecified)	95.2&100.7	110.3&117.9	101.6&116.6	96.3&115.4	107.2&106.6	102.6	105.6&101.2	101.8&104.0	89.3&84.3
O=c1[nH]c2ccc(Cl)cc2cc1CSc1ccccc1Nc1nccc(-c2ccc3c(c2)OCO3)n1	47.4	69.9	46.2	85.4	71.0	64.4	94.8	73.1	63.3
CC1(C)[C@H](O)CC[C@]2(C)[C@@H]1CC[C@]13C=C(CO)[C@H](CC[C@H]12)C3	50.0	62.7	53.1	79.9	39.1	70.4	53.2	60.1	63.5
NC(=O)c1cnc(N/N=C/c2ccccc2)nc1N	90.0	94.3	99.6	78.6	102.8	100.4	94.0	93.8	84.1
CC(=O)OCCN1C=C(S(C)(=O)=O)C2=NCCCN2C1=O	102.5	104.3	97.5	95.4	98.6	96.1	102.1	99.8	80.4

5 compounds from above, limited to SF-295.
| canonical_smiles | SF-295 |
| --- | --- |
| c1ccc2c(C3OCC4(CCCCC4)CO3)cccc2c1 | 80.7 |
| CC(=O)c1c(OCCN2CCCCC2C)ccc2c(C)cc(=O)oc12 (stereo unspecified) | 127.1 |
| Nc1nccc(-c2c(-c3ccc(F)cc3)ncn2C2CCCCC2)n1 | 91.0 |
| O=C(c1ccc(-c2nc(CSc3nc4ccccc4s3)no2)cc1)N1CCOCC1 | 60.6 |
| CC1(C)[C@H](O)CC[C@]2(C)[C@@H]1CC[C@]13C=C(CO)[C@H](CC[C@H]12)C3 | 39.1 |
